Screens (PubChem BioAssay)
KLF5 inh = inhibitors of KLF5 expression | DLD-1 KLF5 promoter-luciferase reporter, luminescence | AID 1700 | 0.23% of 290,000 active | inhibition, % at 5 µM;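 active means inhibition above a per-plate limit of that plate's mean compound inhibition plus 3 SD, cut at about 60% in these data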;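 further: 0% = DMSO wells and 100% = LY294002 at 200 µM; higher means less KLF5 promoter-driven luciferase light; inactives centre near -14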
HSF1 inhib = HSF1 inhibition; NIH3T3-HGL HSE-luciferase, MG132-induced, luminescence 8 h; hits give low values; activity change, negative = inhibition, % at 7.5 µM (by protocol); 0.77% of 300,000 active;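 active means more than half of replicate wells show activity change below -50%, luminescence cut by over half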;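 further: luciferase reports HSF-1 transcriptional activity via heat shock element; 0% = median of DMSO wells and -100% = zero luminescence signal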
IEC-6 tox = counter-screen for KLF5 inhibitors: cytotoxicity in IEC-6 cells; inhibition, % at 5 µM; 0.78% of 290,000 active; IEC-6 cytotoxicity, luminescence viability; AID 1825; in the data active means inhibition above about 22%;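 further: 0% = plate median of test compound wells and 100% = cytotoxic reference compound wells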
AI-2 QS mod = Vibrio harveyi AI-2 quorum sensing modulation | 0.4% of 300,000 active | AID 2094 | Vibrio harveyi JMH597 AI-2 luminescence/OD600 ratio, 9 h; hits give low values; strain lacks LuxN and CqsS sensors; 0 = neutral-control median | activity change, % at 7.5 µM; in the data active means activity change below about -75%, passing the limit was not always enough;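 further: luminescence divided by OD600 gain over 9 h not by final OD600 alone; inactives centre near 13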
aSyn UTR inh = 5' untranslated region of α-synuclein, MLPCN primary screen | alpha-synuclein 5'UTR reporter, inhibitor activity | inhibition, % (tested at 7.5 µM) | 0.82% of 300,000 active | AID 1813; in the data active means inhibition above about 60%;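 further: H4 neuroglioblastoma cells stably carrying SNCA 5'UTR luciferase fusion; 0% = DMSO wells and 100% = positive control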
HSF-1 act = increases HSF-1 driven luciferase reporter signal | NIH3T3-HGL HSF-1 luciferase reporter, MG132, 8 h; 100% = twice DMSO control signal | activation, % at 9 µM | 1.7% of 300,000 active;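 active means mean replicate activation of at least 50% with a set share of replicates each reaching 50%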;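 further: 0% = median of the neutral control wells and 100% = twice that signal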
HSP90 inh = HSP90 refolding inhibition in rabbit reticulocyte lysate | AID 1789 | inhibition, % at 5.6 µM | luciferase refolding luminescence, 3 h | 0.91% of 290,000 active;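 active means inhibition above the screen-wide mean plus 3 SD, computed separately per campaign, cut at about 16% in these data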;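 further: 0% = DMSO wells and 100% = 60 µM geldanamycin wells; inhibitors lower the luminescence because luciferase stays unfolded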
HIF act = HIF pathway transcriptional activation | activation, % at 7.5 µM (by protocol) | AID 1910 | 0.32% of 300,000 active | U2OS HRE-luciferase reporter, luminescence; normalized: DMSO 0%, desferrioxamine 100%;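 active means mean activation of at least 10% of the iron chelator positive control signal, with at least half of replicates also reaching 10%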
GSK3A inh = blocks human GSK-3 alpha kinase; P49840; AID 2650; 0.1% of 320,000 active; ADP-Glo luminescence, 60 min; inhibition, % at 10 µM;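 in the data active means inhibition above about 50%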;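 further: GST-tagged GSK-3 alpha with peptide substrate and 25 µM ATP; 0% = DMSO neutral wells and 100% = GW8510 positive control wells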
Target sequence (P49840 whole entry, looked up): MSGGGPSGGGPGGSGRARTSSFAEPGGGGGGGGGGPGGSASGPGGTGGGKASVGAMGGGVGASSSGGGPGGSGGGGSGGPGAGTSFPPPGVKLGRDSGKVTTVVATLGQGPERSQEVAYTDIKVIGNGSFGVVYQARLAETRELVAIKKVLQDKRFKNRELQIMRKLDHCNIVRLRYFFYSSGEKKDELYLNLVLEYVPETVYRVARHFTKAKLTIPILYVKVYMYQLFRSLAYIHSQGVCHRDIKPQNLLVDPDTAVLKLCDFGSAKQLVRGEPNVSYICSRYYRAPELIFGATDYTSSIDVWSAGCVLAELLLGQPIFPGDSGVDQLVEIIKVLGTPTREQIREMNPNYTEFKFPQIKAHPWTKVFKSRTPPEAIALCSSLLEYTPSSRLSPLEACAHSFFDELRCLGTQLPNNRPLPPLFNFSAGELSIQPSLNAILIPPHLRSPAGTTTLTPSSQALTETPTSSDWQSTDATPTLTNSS
GSK3B inh = human GSK3beta kinase inhibition. P49841. GST-GSK3beta kinase, ADP-Glo luminescence, 60 min; hits give low values. activity score (negative = inhibition), % at 10 µM. 0.038% of 300,000 active;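 active means more than half of replicate wells score below -50%, meaning over 50% inhibition versus plate controls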;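 further: 0% = median DMSO wells and -100% = median GW8510 positive control wells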
Target sequence (P49841 whole entry, looked up): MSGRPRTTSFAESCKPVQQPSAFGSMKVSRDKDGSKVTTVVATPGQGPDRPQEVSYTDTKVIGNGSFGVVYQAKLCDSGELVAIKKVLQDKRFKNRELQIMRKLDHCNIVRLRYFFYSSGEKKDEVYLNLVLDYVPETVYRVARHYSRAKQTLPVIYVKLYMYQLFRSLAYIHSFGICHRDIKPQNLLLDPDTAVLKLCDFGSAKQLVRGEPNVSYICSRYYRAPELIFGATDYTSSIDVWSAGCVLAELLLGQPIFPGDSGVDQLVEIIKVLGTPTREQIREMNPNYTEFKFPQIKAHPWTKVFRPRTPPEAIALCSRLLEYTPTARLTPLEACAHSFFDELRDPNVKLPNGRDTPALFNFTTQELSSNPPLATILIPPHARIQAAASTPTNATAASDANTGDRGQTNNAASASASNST
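Assay system: GST-tagged human GSK3beta kinase, cell-free; Input: 1.6 ng GSK3beta; Medium: Tris/MgCl2 kinase buffer; Timing: 60 min enzyme reaction, room temperature; Signal: ADP-Glo luminescence quantifying ADP generated by kinase; Evaluation: score relative to plate controls; Benchmarks: DMSO neutral wells and GW8510 at 20 µM as positive.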
Active calls of the source: *; nt = no result given. An unsorted share of the library, and some 4.7% of all compounds hit somewhere here.

SMILES	KLF5 inh	HSF1 inhib	IEC-6 tox	AI-2 QS mod	aSyn UTR inh	HSF-1 act	HSP90 inh	HIF act	GSK3A inh	GSK3B inh
O=C(Nc1ccc2oc(-c3ccncc3)nc2c1)c1cccs1	-21.4	-14.2	-3.9	1.7	-113.6	-1.3	-1.2	1.8	-0.1	12.0
CSc1ccc(CN2CCC(Cc3ccccc3)CC2)cc1	13.5	-9.0	1.5	30.2	-14.0	-17.0	4.7	0.3	1.2	4.2
c1ccc(CSc2nnc(-c3ccccn3)n2-c2ccccc2)cc1	-8.5	7.0	2.6	35.4	13.1	-6.7	5.4	-1.2	0.3	-2.1
Cc1ccc(C)c(S(=O)(=O)NCC(=O)Nc2sc3c(c2C(N)=O)CCC(C)C3)c1 (centres undefined)	-15.4	nt	-3.9	6.1	nt	nt	-5.1	nt	1.6	1.0
O=C(CCCc1ccccc1)Nc1cccc([N+](=O)[O-])c1	-85.2	3.8	-5.1	19.7	-161.1	15.9	-5.2	-27.6	-1.9	-0.7
O=C(COC(=O)/C=C/c1cccc(C(F)(F)F)c1)NCc1ccccc1	-29.2	-5.4	-1.7	14.7	-16.1	-8.3	1.4	-0.5	-1.7	1.1
O=C(Cc1ccccc1)Nc1nc(-c2cccs2)cs1	-66.0	21.6	7.3	-10.7	-136.1	19.5	-0.9	1.4	0.3	-0.1
CCC1CCCCN1C(=O)CSc1nc2c(c(=O)n(C)c(=O)n2C)n1C (centres undefined)	6.8	6.2	2.3	9.7	2.0	11.3	-1.4	-0.5	-4.9	1.0
Cc1cc(C(=O)OCC(=O)N2CCOCC2)c2ccccc2n1	-32.5	4.2	-2.2	21.4	10.1	-12.3	-1.3	-35.1	-1.2	-0.8
O=C(NC1CCCC1)C(Cc1ccccc1)n1cccc1 (centres undefined)	-33.4	4.9	-4.9	11.9	5.2	8.3	0.7	-0.1	-2.1	-1.6
Cc1ccc2c(c1)C(c1ccc(F)cc1)N(C(=O)c1ccc(S(=O)(=O)N(C)C)cc1)CC(=O)N2 (centres undefined)	-16.9	-2.4	-5.5	19.3	15.8	-2.4	-4.3	-0.5	-1.6	-2.5
O=C(Cc1cccs1)Nc1ccccc1C(=O)O	-10.4	-0.8	3.5	50.8	-21.4	16.6	0.2	0.2	-1.7	4.1
COc1cc(C(=O)N(CCN(C)C)CC2CCCN(Cc3ccccc3F)C2)ccc1C (centres undefined)	-6.0	-5.2	6.0	3.0	-19.8	2.0	1.9	-23.0	-3.8	-2.7
O=C1CCC(C(=O)N(Cc2cccs2)C2(C(=O)NC3CCCCC3)CCCCC2)N1 (centres undefined)	-6.2	-1.2	-2.2	9.0	-2.9	-1.4	-1.2	-0.9	-5.3	1.8
c1ccc2c3c(c(CN4CCCC4)cc2c1)COC3	-19.4	-6.9	6.8	2.1	3.5	-31.3	0.5	-0.1	1.1	-1.9
O=C(Nc1ccc(Br)cc1)c1cc(-c2cccs2)on1	-18.1	5.4	-7.0	17.8	-24.5	23.1	-1.5	0.3	-1.1	0.2
OCC1(Cc2ccccc2)CCN(Cc2cnc(-c3ccc(Cl)cc3)nc2)CC1	-31.3	nt	-1.3	17.8	-73.9	nt	-0.2	1.0	-0.7	-3.4
COc1ccc2c(c1OC)C(=O)N1C2SC[C@H]1C(=O)NC1CCCCC1 (some centres undefined)	-13.7	7.1	-0.7	15.5	16.5	4.2	-0.6	-0.3	-0.2	1.4
CC(=O)S[C@@H]1CC2=CC(=O)CC[C@]2(C)[C@H]2CC[C@@]3(C)[C@@H](CC[C@@]34CCC(=O)O4)[C@H]12	nt	-9.6	nt	1.1	12.1	-18.5	nt	1.4	-0.1	2.4
CCC(C(=O)Nc1ccccc1F)n1nc(C)c2c(C)n(-c3ccccc3)nc2c1=O (centres undefined)	-25.4	5.4	5.5	2.0	9.9	-4.9	2.3	-0.3	-2.1	1.6
NC(=O)C1=C[C@H](c2csc3ccccc23)C[C@H](OCc2ccc(CO)cc2)O1	-23.9	5.4	6.6	7.2	-4.3	5.5	5.7	-1.6	nt	0.4
Cc1ccccc1C(=O)NNc1ccc(-c2csnn2)cc1	9.1	-9.1	-2.1	10.9	-4.3	1.4	0.5	-0.2	-1.7	6.9
Cc1nnc(-c2ccccc2)nc1N1CCOCC1	3.5	5.8	2.5	0.9	15.7	-6.5	0.2	-0.2	-0.2	-1.4
CC(C(=O)O)N1C(=O)c2cccc3cccc1c23 (centres undefined)	-11.7	10.3	-1.6	14.1	-8.9	8.7	2.6	-0.3	-6.8	-1.5
O=C1c2ccccc2C(=O)c2c([N+](=O)[O-])ccc(O)c21	-12.5	nt	0.9	nt	nt	nt	5.3	nt	-3.9	nt
(more compounds)
SMILES	KLF5 inh	HSF1 inhib	IEC-6 tox	AI-2 QS mod	aSyn UTR inh	HSF-1 act	HSP90 inh	HIF act	GSK3A inh	GSK3B inh
COCC(C)NC(=O)Cc1ccc(Cl)cc1 (centres undefined)	-31.4	2.4	-5.7	-0.1	-18.6	6.5	-3.2	-0.2	-1.5	-0.9
Cn1cc(/C(Cc2ccccc2)=N\O)c2ccccc21	-0.3	-2.0	-0.2	16.9	11.0	23.0	-2.2	2.6	0.2	1.1
CC(=O)N1[C@H](C)C=C[C@]1(Cc1ccccc1)C(=O)O	-6.0	5.9	-1.6	22.6	-14.4	0.7	-4.0	-5.3	-0.6	-0.7
CC(C)CNc1nnnc2c1sc1nc(N3CCOCC3)c3c(c12)CCCC3	-3.6	-6.2	-5.7	4.3	-9.6	15.0	-0.7	-0.4	nt	-1.5
O=c1[nH]n2c(C(F)(F)F)cc(C3CC3)nc2c1N=Nc1ccccc1	-11.8	-2.7	-6.4	5.2	0.2	18.3	2.9	0.1	0.1	3.2
CCn1c(SCC(=O)N/N=C/c2cc(OC)c(OC)c(OC)c2)nc2ccccc21	6.6	-7.6	9.2	17.2	17.4	10.8	5.8	0.2	7.6	-0.5
CC1CCCC(C)N1CC(O)COC1CCC(C(C)(C)C)CC1 (centres undefined)	-27.6	-1.8	-8.9	7.1	-3.6	4.9	-2.4	-39.6	1.5	1.5
CC1=NN(C(=O)c2ccccc2Br)C(O)(c2cccnc2)C1 (centres undefined)	-12.5	-0.8	-1.3	25.9	-0.4	-5.2	2.1	0.6	-4.6	-1.2
Cc1onc(-c2ccccc2)c1C(=O)NC(C)C1CCCO1 (centres undefined)	0.0	-2.3	-8.9	14.5	11.0	-6.1	-0.3	-0.1	1.4	1.8
CCOc1ccc(C(=O)OCC(=O)NCCCc2ccccc2)cc1	-15.9	-8.8	-2.9	19.1	-1.7	4.6	-1.2	0.6	-3.2	5.4
COc1ccc(NC(=O)CN2CCc3ccccc3C2)c(OC)c1	-31.9	8.8	5.3	10.6	7.2	22.2	-3.3	-6.8	0.1	0.6
Cc1ccc(S(=O)(=O)NCCCCCC(=O)Nc2c(C)n(C)n(-c3ccccc3)c2=O)cc1	-2.8	-2.8	8.2	18.8	0.2	-7.4	3.7	-1.1	-1.0	-1.0
O=C(Cc1ccccc1Cl)NCCCn1ccnc1	-14.4	nt	17.4	34.9	9.0	nt	1.8	nt	-1.6	0.2
COc1ccc(CNC(=O)c2cnccn2)cc1	-17.5	-3.7	7.7	29.9	1.4	-12.0	5.0	0.2	1.0	1.8
O=C1CSC(=Nc2cc(Cl)ccc2Cl)N1	-18.6	-6.9	-0.6	4.7	-10.0	5.2	-0.6	-0.1	-1.0	4.0
Cc1cc(C(F)F)n2ncc(C(=O)NCCc3ccccc3Cl)c2n1	-33.0	0.4	-10.0	-2.0	3.8	7.7	-2.3	-0.1	-11.6	-3.3
CC(C)(C)C(=O)c1sc(Nc2ccccc2)nc1N	-173.1	26.4	0.3	2.0	-179.5	40.8	0.4	3.2	81.9*	-64.1*
COc1ccc(CN(C(=O)c2snc(C(N)=O)c2N)C(C(=O)NC2CCCC2)c2cc(OC)ccc2OC)cc1 (centres undefined)	-2.6	5.1	6.9	21.3	8.2	20.9	0.5	-0.3	-2.0	3.6
CC(Sc1ccccc1)C(=O)N(CCC#N)Cc1cccnc1 (centres undefined)	7.0	nt	-1.0	29.5	nt	nt	-3.4	nt	0.3	1.0
Nc1nonc1-n1nnc(C(=O)N/N=C/c2ccc(O)cc2)c1CN1CCCCCC1	nt	-1.3	nt	21.6	-13.9	-2.8	nt	0.1	83.1*	-63.9*
COc1ccc(C(=O)Nc2ccc(S(=O)(=O)Nc3nccc(C)n3)cc2)cc1[N+](=O)[O-]	-23.5	-4.7	0.1	13.0	-2.3	-2.5	-2.7	-22.4	-1.0	-1.4
COc1cc2cc(CN(CCc3ccccc3C)C(=S)NCCCN3CCOCC3)c(=O)[nH]c2cc1OC	-18.8	-3.1	6.0	-8.4	20.7	1.3	1.3	-1.4	-3.2	3.0
CC(=O)Nc1ccc(S(=O)(=O)NNC2=NS(=O)(=O)c3ccccc32)cc1	7.8	-1.0	-3.3	26.1	2.9	-4.6	-2.4	-0.3	6.7	-0.5
COc1cccc(CNC(=S)Nc2ccc(Cl)cc2C)c1	0.1	-3.6	-4.7	0.8	12.9	-13.3	3.3	1.0	nt	1.2
CC(=O)Nc1cccc(C(=O)N/N=C/c2ccc(C)o2)c1	3.7	2.4	6.0	37.1	17.1	-0.6	3.0	0.1	-0.1	1.7

Copied from the entries so far for reference:
SMILES	KLF5 inh	HSF1 inhib	IEC-6 tox	AI-2 QS mod	aSyn UTR inh	HSF-1 act	HSP90 inh	HIF act	GSK3A inh	GSK3B inh
COc1cccc(CNC(=S)Nc2ccc(Cl)cc2C)c1	0.1	-3.6	-4.7	0.8	12.9	-13.3	3.3	1.0	nt	1.2
CC(=O)Nc1cccc(C(=O)N/N=C/c2ccc(C)o2)c1	3.7	2.4	6.0	37.1	17.1	-0.6	3.0	0.1	-0.1	1.7

Next section:
SMILES	KLF5 inh	HSF1 inhib	IEC-6 tox	AI-2 QS mod	aSyn UTR inh	HSF-1 act	HSP90 inh	HIF act	GSK3A inh	GSK3B inh
CCCCn1c(N)c(NCCC)c(=O)[nH]c1=O	-7.3	7.6	-0.8	16.9	18.5	2.2	3.1	0.0	6.4	-9.8
COc1ccc2[nH]c(=O)c(CNc3ccc(C)c(C)c3)cc2c1	10.2	11.6	-3.7	32.4	-5.5	17.1	1.1	0.9	-1.9	1.1
Cc1ccc(OC(F)F)c(NC(=O)Nc2ccc3c(c2)OCO3)c1	-16.4	-4.9	8.2	15.9	-16.9	-16.9	3.8	1.2	-1.2	-2.2
N#Cc1ccccc1S(=O)(=O)N1CCN(C(=O)c2ccc(-n3cncn3)c([N+](=O)[O-])c2)CC1	nt	-8.6	nt	18.0	-3.3	-3.3	nt	-0.1	2.2	-2.8
O=C(COC(=O)COc1ccc(Cl)cc1)NC1CCCCC1	-31.2	-0.4	-0.4	8.8	-0.2	21.5	-0.1	0.3	-2.1	-0.6
CC(=O)c1sc(NC(=O)COc2ccc(Cl)cc2C)nc1C	11.2	-7.7	4.6	1.7	-50.6	-8.9	3.3	0.3	-2.7	-2.2
CC(C)C(c1nnnn1C1CCCC1)N1CCN(c2ccccc2F)CC1 (centres undefined)	-11.1	3.9	1.7	-0.7	20.8	-9.0	4.3	-0.3	-3.8	0.7
